Bioassay records: PubChem, several laboratories
Lmaj promast: Leishmania major promastigote growth inhibition, primary screen; Leishmania major promastigotes, resazurin fluorescence viability; inhibition, % at 10 µM; 200,000 compounds, 9% hits; in the data active means inhibition above about 50%;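 further: promastigotes grown with compound for 44 hours at 28 °C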
PPARg SRC-2 ag: agonists of PPARg-SRC-2 recruitment, primary screen, biochemical, HTS. Peroxisome proliferator-activated receptor gamma (Homo sapiens), P37231. PPARgamma LBD-SRC-2 recruitment. activation, % at 8 µM. 200,000 compounds, 0.34% hits; in the data active means activation above about 22%;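 further: 0% = vehicle and 100% = reference agonist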
bIAP activator: bovine intestinal alkaline phosphatase activators, primary screen, biochemical, bovine IAP, CDP-star luminescence | activation factor at 20 µM | 200,000 compounds, 0.17% hits | AID 1016, 2008 | alkaline phosphatase, intestinal [Bos taurus] | purified bovine IAP, 30 min; stronger effect = higher value; fold of DMSO-control signal, blank-subtracted;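 active means activation factor of 2 or more at 20 µM, a signal rise over negative controls twice the positive control's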
TR-FRET SRC-2 ct: TR-FRET signal artefacts, primary screen, artefact control for PPARgamma SRC-2 agonist project, biochemical; TR-FRET artefact counter-screen; stronger effect = higher value; TR-FRET ratio at 8 µM; 200,000 compounds, 0.4% hits; AID 1049, 2008; in the data active means TR-FRET ratio above about 2000; further: inactives centre near 1500
PPARg SRC-3 ag: PPARgamma agonists recruiting SRC-3 coactivator, primary screen, biochemical. biochemical PPARgamma/SRC-3 coactivator recruitment assay. activation, % at 8 µM. 200,000 compounds, 0.26% hits. AID 731, 2007; in the data active means activation above about 23%;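 further: 0% = DMSO and 100% = reference agonist; some compounds past the cut are filed as inactive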
S1P3 antag: S1P3 receptor antagonists, primary screen, cell-based; CHO S1P3 NFAT-BLA reporter, FRET fluorescence, antagonist mode; AID 485, 2006; Sphingosine 1-phosphate receptor 3 (Homo sapiens), Q99500; inhibition, % at 4.98 µM; 170,000 compounds, 0.27% hits;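 active means inhibition above the plate cutoff, the mean inhibition of test wells on that plate plus 3 SD, cut at about 28% in these data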;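 further: cells challenged with S1P at its EC80 of 0.8 µM; blue over green emission ratio from cleaved BLA substrate after 4 h stimulation; 0% = S1P-stimulated wells and 100% = unstimulated DMSO-only wells; some compounds past the cut are filed as inactive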
ROMK primary: ROMK potassium channel modulators, primary screen, cell-based, thallium flux, MLSMR library | ATP-sensitive inward rectifier potassium channel 1 (Homo sapiens), P48048 | Tet-inducible ROMK, thallium flux fluorescence; actives lie on both sides | B-score at 10 µM | 130,000 compounds, 2% hits;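 active means signal ratio slope over the read window, or its plate-corrected B-score, at least 3 SD from the plate mean, either direction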;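 further: B-score of the F/F0 ratio slope over 7 to 12 s after thallium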
bIAP inhibitor: bovine intestinal alkaline phosphatase inhibitors, primary screen, selectivity assay for TNAP inhibitor project, biochemical, bovine IAP, CDP-star luminescence; alkaline phosphatase, intestinal [Bos taurus]; purified bovine IAP, 30 min; AID 1019, 2008; 190,000 tested, under 10 active; inhibition, % at 20 µM;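 active means over 50% inhibition of intestinal alkaline phosphatase at 20 µM in the single-dose screen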
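Incubation: 30 min reaction at room temperature / Material: purified bovine intestinal alkaline phosphatase (IAP) enzyme / Input: enzyme at 1/65,000,000 dilution / Dosing: 20 µM single dose / Signal: CDP-star luminescence signal / Reagent: CDP-star chemiluminescent phosphatase substrate, 30 µM final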
TLR4 MyD88 comp: inhibitors of TLR4-MyD88 association in cells, primary screen, cell-based, HeLa CL3-4, BLA complementation, FRET ratio; 200,000 compounds, 0.18% hits; inhibition, % at 8.4 µM; HeLa CL3-4 TLR4/MyD88 BLA complementation; Toll-like receptor 4 (Homo sapiens) + Myeloid differentiation primary response protein …; in the data active means inhibition above about 25%;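 further: 0% = vehicle and 100% = reference inhibitor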
PPARg SRC1 recr: PPARgamma agonists recruiting SRC-1 coactivator, primary screen, biochemical | Peroxisome proliferator-activated receptor gamma (Homo sapiens), P37231 | PPARgamma-SRC-1 coactivator recruitment biochemical assay | 200,000 compounds, 0.41% hits | activation, % at 8 µM; in the data active means activation above about 19%;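 further: 0% = DMSO and 100% = reference agonist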
Redox H2O2 prof: compounds producing H2O2 with reducing agent – biochemical, NIH compound library profiling, artefact control for MLSCN library redox annotation, primary screen; DTT-dependent redox cycling H2O2, phenol red/HRP absorbance; 100% = 100 µM peroxide control, 0% = buffer; activation, % at 10 µM; 200,000 compounds, 0.03% hits; AID 878, 2007;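 active means activation of at least 50% relative to the plate's high and low controls in the primary single-dose screen; inactive means activation below 50%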;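 further: compound incubated with DTT at 0.8 mM final as the reducing agent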
The depositor's hits bear a star; nt = no result given.

Each structure is followed by: Lmaj promast, PPARg SRC-2 ag, bIAP activator, TR-FRET SRC-2 ct, PPARg SRC-3 ag, S1P3 antag, ROMK primary, bIAP inhibitor, TLR4 MyD88 comp, PPARg SRC1 recr, Redox H2O2 prof
- Cc1ncsc1C(=O)N1CCCC(CNS(=O)(=O)c2cccs2)C1 (stereo not drawn)
    -6, -1, 1, 1774, 3, -7, 0.089, 0, -8, 2, 0.0
- CC1CCCN(c2ccc3nc4ccccc4c(=O)n3n2)C1 (stereo not drawn)
    15, 5, 1.1, 1484, -4, 15, nt, -6, 9, 3, -0.4
- CCC(C)(C)NC(=S)Nc1ccc(-c2nc3ccc(C)cc3s2)cc1
    75*, 1, 1, 1404, -1, -11, 0.19, 4, 1, -4, 0.5
- CCOC(=O)c1cnc(SCC(=O)Nc2ccc3c(c2)OCCO3)nc1N
    -4, 9, 0.8, 1519, 3, -19, nt, 16, -1, 2, 0.4
- CC1=C(C#N)C(Nc2cc(C)ccn2)(C(F)(F)F)C(=O)N1 (stereo not drawn)
    1, 2, 1, 1515, 2, nt, 0.2, 0, 2, 3, 0.3
- CC1CC(=O)N(CC(=O)NCc2ccc3c(c2)OCO3)c2ccccc2S1 (stereo not drawn)
    -5, -4, 1, 1508, 7, -1, 0.035, -4, -3, 5, 1.7
- CC(C)CN1C(=O)NC(NC(=O)c2cccs2)(C(F)(F)F)C1=O (stereo not drawn)
    1, 0, 0.9, 1583, -6, -3, 0.5, 11, 5, 1, 1.1
- CSCCC(N=Cc1c(O)n(-c2ccc(F)cc2)c(=O)[nH]c1=O)C(=O)O (stereo not drawn)
    2, 8, 1.2, 1717, -2, -3, nt, -17, -4, 5, -0.4
- O=Cc1ccc(O)c(O)c1
    -1, 8, 1, 1489, 2, 11, nt, 5, -10, 4, -1.2
- COc1ccc(NC(=O)C23CC4CC(C2)CC(n2cnc(Br)n2)(C4)C3)cc1OC
    -3, -3, 0.9, 1651, 7, nt, nt, 5, -22, -7, -4.1
- CC1C/C(=N\NC(=S)NCc2ccccc2)CC(C)(C)C1 (stereo not drawn)
    99*, -2, 0.6, 1564, -4, nt, -0.69, 37, -2, 0, 0.3
- Cc1ccc2nc(SC(C)C(=O)NC3CCCc4ccccc43)[nH]c2c1 (stereo not drawn)
    2, 7, 1.3, 1542, 0, 4, nt, -34, -11, 3, 0.0
- CCOC(=O)CNc1c(-c2ccccc2)nc2ccc(Cl)cn12
    -1, -5, 0.8, 1626, -6, nt, nt, 17, 1, 6, -3.6
- CCOc1ccc(Cc2onc3c2C(=O)CCC3)cc1OCC
    -6, 7, 1, 1753, -3, -8, 0.26, -2, -8, 2, 0.7
- C/C(=N\NC(=O)CC#N)c1cc2ccc(O)cc2oc1=O
    0, 2, 0.7, 1626, -1, -46, -3.4*, 27, -75, -2, -1.4
- Cn1c(=O)c2c(nc(SCC(=O)N3CCc4ccccc4C3)n2C)n(C)c1=O
    -8, 3, 0.9, 1407, 2, -18, nt, 5, 1, 2, 1.2
- COc1ccc(Cl)cc1C(=O)NNC(=S)NC(=O)c1cc(-c2ccc(Cl)cc2)nc2ccccc12
    -9, -1, 1.2, 1567, 4, nt, 0.61, -17, 5, 4, -7.5
- N#CCC(CNc1ncc(C(F)(F)F)cc1Cl)OC(=O)c1cccc(C(F)(F)F)c1 (stereo not drawn)
    -6, 6, 0.9, 1701, -4, nt, nt, 12, -1, -3, 0.4
- O=C(Cn1cncn1)NCc1cccc(C(F)(F)F)c1
    -4, 7, 1, 1591, 2, -4, 0.64, 4, -4, 1, -1.4
- CSc1ncc(CN2CCN(C3CCN(C(C)C)CC3)C(CCO)C2)cn1 (stereo not drawn)
    -6, 0, 1, 1668, 3, -8, nt, -5, 7, -5, -0.3
- Cc1cc(Oc2nnnn2-c2ccccc2)ccc1Cl
    -5, 4, 0.5, 1588, -6, nt, -0.26, nt, 1, -4, 0.0
- Cc1cccc(Nc2nnc(SCc3cn4ccsc4n3)s2)c1
    3, 13, 1.3, 1662, 14, 6, nt, -34, -3, -2, 0.8
- CCN1CCN(Cc2c(O)ccc3c(=O)c(-c4ccc(OC)c(OC)c4)c(C)oc23)CC1
    100*, -2, 1.1, 1607, 9, -44, 0.5, -12, -19, -1, -3.2
- CCS(=O)(=O)N1CCN(c2cccc(C)c2C)CC1
    -1, 1, 0.9, 1562, -6, 0, 1.1, 7, -1, -6, -0.2
- O=C(Nc1ccon1)c1cc2c(s1)CCCC2
    5, 5, 0.9, 1471, -9, 7, nt, 9, -8, -8, 2.3
- CCn1ncc(/C=N/NC(=O)c2ccc3c(c2)OCO3)c1C
    -8, 4, 0.9, 1501, 5, nt, 1.7, 5, -9, -5, -5.1
- CC1=NN(c2ccc(Cl)cc2)C(=O)C1
    1, 9, 1.1, 1448, 5, -11, 0.2, -10, -4, 1, -1.4
- COCCN(C(=O)c1ccco1)C(C(=O)NC1CCCC1)c1cccs1 (stereo not drawn)
    -8, 6, 0.8, 1527, 2, nt, nt, 19, -4, -1, 1.9
- Nc1nc(SCc2ccccc2Cl)n[nH]1
    1, 13, 1, 1688, 17, nt, 0.45, -3, -15, -1, 0.3
- Cc1cccc(NC(=O)Nc2ccc(C)cc2Br)c1
    -3, 8, 1, 1674, 5, 4, nt, 2, 12, 6, 0.4
- CCCn1c(N)cc(=O)n(C)c1=O
    -2, -3, 1, 1609, 0, 3, 0.006, -1, -6, 8, 0.1
- O=C(/C=C(\c1ccc(Cl)cc1)n1cncn1)c1ccc(Cl)cc1
    74*, -5, 1, 1301, -9, nt, nt, 1, 4, 4, 1.3
- COc1cc(OC)cc(C(=O)N[C@H](C(=O)OCC(=O)Nc2sccc2C#N)C(C)C)c1
    -1, 6, 1.2, 1589, 2, -8, -0.071, -21, 6, 3, -2.1
- CCSc1nc2n(n1)C(c1cccc(F)c1)C1=C(CCCC1=O)N2 (stereo not drawn)
    3, -6, 0.9, 1804, 3, 10, -0.67, 5, 0, 2, 1.6
- C[C@H]1COC2=C1C(=O)C(=O)c1c2ccc2c1CCCC2(C)C
    8, -6, 0.9, 1598, 1, -11, nt, 14, 2, -3, 0.0
- CCn1c(SCC(=O)NCCc2ccccc2)nnc1C(C)C
    1, -9, 1, 1342, 5, -15, nt, 3, 2, 3, -1.5
- CCCCCn1c(SC(C)C(C)=O)nc2c1c(=O)[nH]c(=O)n2C (stereo not drawn)
    -6, 3, 0.9, 1669, -3, -12, nt, 9, 12, 9, -2.5
- CCCc1c(CC)c(=N)c2ccccc2n1C
    53*, 11, 0.7, 1601, 0, 9, nt, 28, 4, 1, 1.0
- O=C1c2ccccc2S(=O)(=O)N1CC1CC(c2ccc(Cl)cc2)=NO1 (stereo not drawn)
    -10, 2, 0.9, 1733, 7, -8, 0.47, 14, -2, 7, -0.2
- CCn1cc(C(=O)OCC(=O)N(C)C2CCS(=O)(=O)C2)c(=O)c2ccc(C)nc21 (stereo not drawn)
    -5, 6, 0.9, 1756, 7, -18, 0.94, 9, -7, 3, -0.2
- CC(=O)c1ccc(NC(=S)Nc2ccc(Br)c(Cl)c2)cc1
    -1, 6, 0.9, 1500, 3, -7, 0.78, 15, -10, -2, -0.1
- CCOC(=O)C1=C(C)NC(=O)NC1/C=C/c1ccccc1OC (stereo not drawn)
    2, 7, 0.9, 1648, -1, -16, -0.09, 6, -2, 7, 0.4
- Cc1ccc(C)c(S(=O)(=O)NCCCN2CCOCC2)c1
    35, -3, 1, 1661, -5, -6, 0.044, -4, 1, -6, 0.6
- O=C(NCC(c1ccc(F)cc1)N1CCOCC1)c1ccc(Br)o1 (stereo not drawn)
    13, -2, 1, 1496, -20, nt, nt, -3, -5, 5, -0.6
- COc1cc(C(=O)NCc2nnc(SCC(=O)Nc3nc4ccccc4s3)o2)cc(OC)c1OC
    71*, 16, 0.9, 1772, 1, -1, 1.2, 6, -13, -4, -0.1
- COc1ccc2ccccc2c1/C=N/NC(=O)CC1(C)OCCCO1
    -12, -7, 0.9, 1444, -2, 17, 0.23, 8, -1, 5, 0.1
- C/C(=N\Nc1ccc([N+](=O)[O-])cc1[N+](=O)[O-])c1cc2c(ccc3ccccc32)oc1=O
    -5, -4, 0.9, 1443, -4, -15, 0.43, 8, -9, -1, 0.7
- CCOC(=O)c1sc2ncnc(NCc3ccco3)c2c1C
    3, 23*, 0.8, 1926, 30*, nt, 2.1, 17, -1, 9, -0.6
- COc1ccc(NS(=O)(=O)c2ccc3nc(COc4ccc(Cl)c(C)c4)[nH]c3c2)cc1
    38, 8, 0.8, 1653, 6, -13, nt, 23, -1, 1, 0.3
- CCN1C(=O)C(C(=O)NC(C)c2ccccc2)C2CC1(C)Oc1ccccc12 (stereo not drawn)
    2, 3, 1.2, 1642, 1, 2, -0.47, -17, 1, 4, 0.3
- O=C(COC(=O)c1cccc(S(=O)(=O)NCc2ccccc2)c1)Nc1ccccc1OC(F)F
    -5, 1, 1, 1590, -2, nt, 0.46, 5, 12, 2, 1.7
- COc1ccc(CCNc2oc(COc3ccccc3)nc2C#N)cc1
    10, 9, 0.7, 1629, -5, nt, -0.024, 34, 0, 9, -0.6
